High-throughput results as filed in PubChem.
ABHD5 PLIN5 PPI: blocks binding of human ABHD5 to perilipin-5 | Q00G26+Q8WTS1 | Split G. princeps luciferase complementation, luminescence, 4 h | inhibition, % at 4 µM | hit rate 0.78% among 360,000 | AID 602281;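 active = inhibition above the mean inhibition across every tested compound plus 3 SD, cut at about 22% in these data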;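 note: 0% = DMSO only wells and the 100% control is not disclosed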
Glyco luc inh: N-linked glycosylation inhibition | D54 ERlucT glycosylation luciferase reporter, 24 h; percent of 100 nM tunicamycin response | reporter increase, % at 12.5 µM | hit rate 0.23% among 360,000 | AID 588692;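 active = mean luciferase reporter signal, scaled so untreated is 0 and the glycosylation-blocking control 100, at or above a set limit in every replicate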;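 note: luciferase carries N-glycosylation sites so blocking glycosylation raises the light; 0% = median of neutral control wells and 100% = median of 100 nM tunicamycin wells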
HTR2A ag: mouse HTR2A agonism via beta-arrestin recruitment; CHO-K1 mHTR2A beta-arrestin complementation, luminescence; percent of 30 µM serotonin response; hit rate 0.66% among 360,000; activation, % at 7.6 µM; P35363;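 active = activation above a run cutoff, the mean activation of all tested compounds plus 3 SD, cut at about 14% in these data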;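 note: 0% = plate median of compound wells and 100% = 30 µM serotonin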
iPSC survival up: increases survival of single human iPS cells. hiPSC single-cell survival, ATPlite luminescence; 100% = ROCK inhibitor wells, 0% = DMSO. survival enhancement, % at 20 µM. hit rate 0.044% among 360,000; in the data active = survival enhancement above about 18%;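 note: cells exposed to compounds for 16 hours before the ATP read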
Granule exo inh: lytic granule exocytosis inhibition. TALL-104 LAMP-1 surface exposure, flow cytometry; cells stimulated with thapsigargin and PMA. inhibition, % at 10 µM. hit rate 0.66% among 360,000;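 active = inhibition above about 55%, limit read from the data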
H9c2 protect: modulators protecting cardiomyocytes from myocardial damage | H9c2 cardiomyocytes, H2O2 injury protection, ATPLite, 2 h | protection from H2O2 cell death, % at 20 µM | hit rate 0.63% among 360,000 | AID 588492;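 active = compounds giving at least 50% protection of heart cells from peroxide-induced death in the single-dose screen, raw or plate-pattern-corrected value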;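 note: 0% = DMSO wells with peroxide and 100% = DMSO wells without peroxide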
MC4R barr agon: activates human MC4R beta-arrestin recruitment. U2OS MC4R beta-arrestin complementation, luminescence; percent of melanotan II response, DMSO zero. activation, % at 8.9 µM. hit rate 0.98% among 360,000. AID 540308;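 active = activation above a per-plate cutoff, the mean activation of sample wells on that plate plus 3 SD, cut at about 8% in these data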
aDG glyco act: alpha-DG glycosylation activation | AID 624168 | activation, % at 10 µM | Pro5-aDG cells, alpha-DG glycosylation AlphaScreen (IIH6); 0% Pro5, 100% B10-LARGE cell signal | hit rate 0.22% among 360,000;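 active = activation of at least 8% versus controls, or a plate z-score of at least 8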;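 note: Pro5 are CHO cells carrying HIG-tagged alpha-DG that lacks glycosylation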
MC4R antagonist: blocks human MC4R cAMP signaling. hit rate 0.48% among 360,000. inhibition, % at 6.5 µM. P32245. MC4R-expressing cells, MTII-stimulated cAMP, LANCE TR-FRET;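 active = inhibition above its plate's cutoff, the mean of tested wells on that plate plus 3 SD, cut at about 29% in these data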;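 note: 0% = Melanotan II alone and 100% = Melanotan II plus saturating MCL0020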
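Material: U2OS-MC4R stable cell line | Reagent: Melanotan II challenge after compound preincubation | Doses: One concentration, 6.5 µM nominal | Incubation: 30-min compound preincubation, 1-h Melanotan II challenge, 1-h detection, room temperature | Signal: TR-FRET cAMP assay | Replicates: One well per compound, no replicates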
ABCB6 inh 2: human ABCB6 transporter inhibition; Q9NP58; K562-ABCB6 porphyrin accumulation, flow cytometry, 1 h; hits give low values; fluorescence ratio to DMSO, % at 10 µM; hit rate 0.19% among 360,000; AID 602162;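 active = fluorescence ratio to DMSO below 75%, the collection mean minus 3 SD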;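 note: signal is porphyrin accumulated inside mitochondria; 100% equals median channel fluorescence of DMSO control wells; lower ratio means ABCB6 inhibition with less porphyrin fluorescence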
Target sequence (Q9NP58 whole entry, looked up): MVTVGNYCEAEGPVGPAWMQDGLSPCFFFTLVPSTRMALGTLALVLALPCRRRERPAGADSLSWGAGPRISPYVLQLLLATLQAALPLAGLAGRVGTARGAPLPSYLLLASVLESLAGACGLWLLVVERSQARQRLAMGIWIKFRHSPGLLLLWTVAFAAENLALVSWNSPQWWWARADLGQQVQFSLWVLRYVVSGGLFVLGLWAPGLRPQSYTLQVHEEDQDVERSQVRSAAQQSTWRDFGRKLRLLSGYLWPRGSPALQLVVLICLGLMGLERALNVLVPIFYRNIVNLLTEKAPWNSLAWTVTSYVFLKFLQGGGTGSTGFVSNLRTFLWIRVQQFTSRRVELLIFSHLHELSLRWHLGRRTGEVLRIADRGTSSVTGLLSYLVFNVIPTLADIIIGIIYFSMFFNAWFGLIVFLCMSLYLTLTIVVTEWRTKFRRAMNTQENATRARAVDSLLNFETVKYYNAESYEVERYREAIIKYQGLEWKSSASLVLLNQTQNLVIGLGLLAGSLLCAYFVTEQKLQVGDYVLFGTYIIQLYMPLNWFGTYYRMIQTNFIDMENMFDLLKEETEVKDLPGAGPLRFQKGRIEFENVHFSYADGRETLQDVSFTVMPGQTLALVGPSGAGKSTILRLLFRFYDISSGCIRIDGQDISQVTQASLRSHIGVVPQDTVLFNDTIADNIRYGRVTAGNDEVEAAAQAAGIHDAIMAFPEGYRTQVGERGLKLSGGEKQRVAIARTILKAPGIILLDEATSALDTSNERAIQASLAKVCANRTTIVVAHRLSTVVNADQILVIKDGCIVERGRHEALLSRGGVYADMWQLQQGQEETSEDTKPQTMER
An asterisk follows results filed as active; x = not tested or not shown.

SMILES	ABHD5 PLIN5 PPI	Glyco luc inh	HTR2A ag	iPSC survival up	Granule exo inh	H9c2 protect	MC4R barr agon	aDG glyco act	MC4R antagonist	ABCB6 inh 2
CCOC(=O)C(CSCC(=O)c1ccc(Cl)cc1)NC(=O)OC(C)(C)C (stereo not drawn)	-11	3	-4	1.4	-7	-9	-2.5	0.2	12	101
O=C(NC1CCS(=O)(=O)C1)/C(=C/c1ccc(Cl)cc1)NC(=O)c1ccccc1 (stereo not drawn)	1	0	1	-0.3	-3	7	-1.2	0.2	3	104
Cc1ccc2cc(CCl)c(Cl)nc2c1	0	0	1	0.7	4	1	-1.6	-0.1	5	93
CCn1cc(C(C)(C)C)c(C#N)c1NC(C)=O	0	4	-3	8.0	-3	4	-0.3	-0.2	14	96
OC(c1ccc(F)c(F)c1)c1ncc(-c2cccc(C(F)(F)F)c2)[nH]1 (stereo not drawn)	-10	1	-1	-2.2	17	-21	5.3	1.7	-16	100
Cc1ccc(N2CCN(S(=O)(=O)c3ccc4oc(=O)ccc4c3)CC2)cc1Cl	-10	0	3	9.2	10	-7	-0.1	0.0	-1	93
Cc1cc(C)c2sc(NC(=O)CN3C(=O)CCC3=O)nc2c1	2	-3	1	0.1	5	-1	-0.9	-0.1	4	99
COCCNC(=O)CSc1nc2ccccc2c(=O)n1CCC(=O)N1CCN(c2ccccc2)CC1	-1	3	-3	1.3	14	1	-2.1	-0.1	4	90
CCOC(=O)c1sc(-c2cccc([N+](=O)[O-])c2)cc1N	-6	-3	-2	0.6	-2	-8	1.7	-0.1	9	95
CC(=O)c1ccc(S(=O)(=O)N2CCN(c3nn(C)c(=O)n(C)c3=O)CC2)cc1	-7	1	-8	-0.4	-2	-6	-1.6	0.0	-4	104
O=C(Nc1nccs1)c1cccc(N2C(=O)C3C4C=CC(C4)C3C2=O)c1 (stereo not drawn)	8	0	10	-0.8	-1	13	0.2	0.0	16	100
O=C1c2c([N+](=O)[O-])cc([N+](=O)[O-])cc2S(=O)N1Cc1ccccc1 (stereo not drawn)	-4	-1	2	0.3	-1	1	-0.4	0.3	2	100
COc1cc(OC)cc(C(=O)N[C@H](C(=O)Nc2ccc(F)cc2F)C(C)C)c1	-6	-3	-5	-0.4	5	-1	-1.8	0.0	-3	94
Cn1c(Cc2csc(N)n2)nnc1SCC(=O)NCc1ccccc1	-5	-1	1	-1.7	-4	0	-1.2	0.0	9	98
COc1ccccc1OCCNC(=O)CNC(=O)c1ccc(Cl)c(Cl)c1	-6	0	-9	0.8	-1	-1	-2.4	0.4	-7	96
Nc1cc(C(=O)N2CCCC2)cc(C(=O)N2CCCC2)c1	-3	3	0	0.6	2	5	-1.9	-0.1	-6	103
CC1CN(/C=C/C=O)C(C)CC1OC(=O)c1ccccc1 (stereo not drawn)	10	-1	2	-0.2	-13	-5	-0.5	0.0	9	96
COc1cccc2c1cc1c(=O)n(CC(=O)N3CCC(C)CC3)nc(C)n12	0	-1	17*	-0.5	-2	10	0.6	-0.1	2	96
CCCOc1ncnc2c1sc1nc3c(cc12)COC(C)(C)C3	2	2	6	-0.1	-3	3	0.0	-0.3	13	103
S=c1nc(-c2sccc2OCc2ccc(Cl)cc2Cl)[nH][nH]1	-38	2	-3	0.0	4	-11	2.7	0.5	6	94
O=C(NNC(=S)NC1CC2CCC1C2)c1ccc(Cl)cc1 (stereo not drawn)	1	-2	-4	0.1	2	-7	-0.2	-0.2	2	103
CCCOc1ccc(C(=O)Nc2ccc(S(=O)(=O)NC3=NCCCCC3)cc2)cc1	-6	-3	2	-0.2	7	-4	-1.1	1.0	10	99
CCCc1ccc2oc(C(=O)N3CCNC(=O)C3CC(=O)OC)c(C)c2c1 (stereo not drawn)	7	8	-7	3.2	-3	-7	-4.2	0.5	0	97
CCOc1ccc(-c2cncc3nccn23)cc1	-10	-1	-1	1.2	0	5	-1.7	-0.1	-9	65*
Cn1c(CCCNC(=O)c2ccco2)nc2ccccc21	-1	-2	-3	-1.5	-2	-1	0.9	-0.1	4	95

12 neighbouring entries already listed, for reference:
SMILES	ABHD5 PLIN5 PPI	Glyco luc inh	HTR2A ag	iPSC survival up	Granule exo inh	H9c2 protect	MC4R barr agon	aDG glyco act	MC4R antagonist	ABCB6 inh 2
CCn1cc(C(C)(C)C)c(C#N)c1NC(C)=O	0	4	-3	8.0	-3	4	-0.3	-0.2	14	96
OC(c1ccc(F)c(F)c1)c1ncc(-c2cccc(C(F)(F)F)c2)[nH]1 (stereo not drawn)	-10	1	-1	-2.2	17	-21	5.3	1.7	-16	100
Cc1ccc(N2CCN(S(=O)(=O)c3ccc4oc(=O)ccc4c3)CC2)cc1Cl	-10	0	3	9.2	10	-7	-0.1	0.0	-1	93
Cc1cc(C)c2sc(NC(=O)CN3C(=O)CCC3=O)nc2c1	2	-3	1	0.1	5	-1	-0.9	-0.1	4	99
COCCNC(=O)CSc1nc2ccccc2c(=O)n1CCC(=O)N1CCN(c2ccccc2)CC1	-1	3	-3	1.3	14	1	-2.1	-0.1	4	90
CCOC(=O)c1sc(-c2cccc([N+](=O)[O-])c2)cc1N	-6	-3	-2	0.6	-2	-8	1.7	-0.1	9	95
CC(=O)c1ccc(S(=O)(=O)N2CCN(c3nn(C)c(=O)n(C)c3=O)CC2)cc1	-7	1	-8	-0.4	-2	-6	-1.6	0.0	-4	104
O=C(Nc1nccs1)c1cccc(N2C(=O)C3C4C=CC(C4)C3C2=O)c1 (stereo not drawn)	8	0	10	-0.8	-1	13	0.2	0.0	16	100
O=C1c2c([N+](=O)[O-])cc([N+](=O)[O-])cc2S(=O)N1Cc1ccccc1 (stereo not drawn)	-4	-1	2	0.3	-1	1	-0.4	0.3	2	100
COc1cc(OC)cc(C(=O)N[C@H](C(=O)Nc2ccc(F)cc2F)C(C)C)c1	-6	-3	-5	-0.4	5	-1	-1.8	0.0	-3	94
Cn1c(Cc2csc(N)n2)nnc1SCC(=O)NCc1ccccc1	-5	-1	1	-1.7	-4	0	-1.2	0.0	9	98
COc1ccccc1OCCNC(=O)CNC(=O)c1ccc(Cl)c(Cl)c1	-6	0	-9	0.8	-1	-1	-2.4	0.4	-7	96

(more compounds)
SMILES	ABHD5 PLIN5 PPI	Glyco luc inh	HTR2A ag	iPSC survival up	Granule exo inh	H9c2 protect	MC4R barr agon	aDG glyco act	MC4R antagonist	ABCB6 inh 2
Cc1ccc(NC(=O)CC(C)S(=O)(=O)c2ccc3c(c2)NC(=O)CO3)c(Cl)c1 (stereo not drawn)	3	-1	-3	-0.6	-2	-2	-1.3	0.2	-2	96
CCOc1ccc(-c2[nH]ncc2-c2csc(C)n2)c(O)c1	0	-1	-2	-0.7	-1	-4	-0.5	-0.1	7	97
Cc1cc(NC(=O)Cn2cc([N+](=O)[O-])cn2)no1	2	2	-1	-0.1	1	3	0.2	-0.1	10	98
Cc1ccc(Nc2ncnc3c2oc2ccccc23)cc1	-3	-7	-3	5.4	-4	-11	-1.5	0.0	7	114
O=C(CC(C(=O)O)c1c[nH]c2ccccc12)c1ccccc1 (stereo not drawn)	2	1	-2	1.5	-2	1	-2.2	-0.1	11	105
COc1cc(F)ccc1-c1csc(C(NC(C)=O)c2ccc(F)c(F)c2)n1 (stereo not drawn)	4	42*	-1	0.4	-2	-4	0.7	0.2	-5	104
O=S(=O)(c1ccccc1)c1nc(-c2ccco2)oc1NCc1ccccc1	-1	-1	-2	-1.7	9	10	0.9	-0.2	-4	96
COc1cc(C(C)=O)ccc1OCC(O)CN1CCN(c2ccccc2)CC1 (stereo not drawn)	-4	1	12	0.6	7	5	2.3	0.0	16	101
CCOc1ccc(Oc2c(/C=N/NC(=O)COc3ccccc3OC)c(C)nn2-c2ccccc2)cc1	-8	-2	-4	1.6	0	-10	1.0	0.5	2	94
CC(C)(C)c1ccc(CS(=O)CC(O)CO)cc1 (stereo not drawn)	6	1	0	1.7	-5	0	-1.4	0.2	18	99
C[C@H](c1ccccc1)N1C[C@H](COCc2ccccc2)Oc2cc(N3CC[C@@H](O)C3)ccc2S1(=O)=O	11	x	0	1.5	3	x	x	-0.2	x	97
Cc1ccc2[nH]c(=O)c(CN(CCCN3CCOCC3)C(=O)NC3CCCCC3)cc2c1	0	4	-2	1.3	-2	5	-0.7	-0.1	12	95
c1ccc(N2CC[N+]3(CCCC3)CC2)nc1	-3	0	0	1.8	-8	-4	0.2	0.2	8	103
CCOC(=O)CNC(=O)Cn1cnc2sc(C)c(S(=O)(=O)N3CCOCC3)c2c1=O	-8	2	9	-0.6	-3	4	0.8	0.0	18	97
COc1cc(NS(=O)(=O)c2ccc(NC(=O)/C(=C/c3ccccc3Cl)NC(=O)c3ccccc3)cc2)nc(OC)n1	6	0	2	-0.1	5	-9	1.3	0.1	10	100
CC1CCN(C(=O)/C(=C\c2ccccc2F)NC(=O)c2ccccc2)CC1	-1	2	-3	-0.6	-4	0	-0.7	0.0	5	97
COCCNC(=S)N/N=C/c1c2ccccc2cc2ccccc12	-6	-1	3	-0.5	12	1	2.3	0.5	26	99
COc1ccc(C(=O)C[n+]2ccc3c(c2)nc(-c2ccc(OC)cc2OC)n3C)cc1	2	2	-1	-0.5	-1	-7	0.4	0.0	3	95
CC(=O)Nc1ccc2c(c1)C(=O)N(c1cccc3ccccc13)C2=O	3	3	-1	-0.1	2	-8	-0.8	0.0	9	99
COc1ccc(N=Cc2c(O)n(-c3ccc(OC)cc3)c(=O)c3ccccc23)cc1	3	-6	0	-3.7	-1	1	0.9	-0.7	-8	89
CCSCCNC(=O)c1cc(-n2cnnc2)ccc1Cl	-5	3	-3	-0.1	-1	4	0.0	0.0	22	96
C=CCn1c(SCC(=O)Nc2ccc3c(c2)OCCO3)nnc1-c1ccco1	6	1	5	3.5	1	-8	-0.2	-0.2	2	94
COC(=O)c1cn(NC(=O)Cc2ccccc2OC)c(=O)c2ccccc12	-1	1	-1	-0.7	-2	5	-0.8	-0.1	3	97
